Coupling enz – qHTS Assay for Inhibitors of Fructose-1,6-bisphosphate Aldolase from Giardia Lamblia: Coupling assay counterscreen | coupling enzyme system counterscreen, AmpLite Red fluorescence | activity change, negative = inhibition, % at 58.2 µM, hits read low | actives 0.67% (n = 290,000) | AID 2472, 2010; in the data active = activity change below about -30%; also: % is scaled to controls: 0 for no effect and ±100 for the full control effect
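First, compound is pin-transferred into glyceraldehyde-3-phosphate coupling-enzyme reagent at 57.5 uM final and held 10 min at RT. Next, substrate, coupling system and AmpLite Red are added. After 20 min RT, fluorescence (525/598 nm) is read.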
AT treatment – qHTS Assay for Identifying a Potential Treatment of Ataxia-Telangiectasia; […] A-T fibroblasts, KAP-1 phosphorylation AlphaLISA; neocarzinostatin DNA damage 30 min before lysis; Potency, µM (titrated, usually from 57.5 µM), for the others: at the highest dose activation, actives largely listed as activators; actives 0.19% (n = 320,000); AID 485349, 2010; also: potency is read from the fitted curve at half-maximal effect; % of control where 0% means no effect; nearly all actives have a fitted effect of over 45% in size
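ATM-like activity read as KAP-1 phosphorylation via AlphaLISA donor/acceptor antibody pairs after lysis and 6 hr at 25C. Cells were ATM-null patient fibroblasts ([…], hTERT), dosed 60 min, then exposed to the DSB inducer NCS for 30 min.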
TRPV1 agonist – HTS Assay for Compounds that Act as Agonists of the Vanilloid Receptor 1. TRPV1-expressing cells, Fluo-8 calcium influx, agonist mode. activation, % at 8.33 µM. actives 0.19% (n = 320,000); in the data active = activation above about 80%; inconclusive = between about 30% and that limit; also: 0% is about no effect
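Fluo-8 calcium influx in TRPV1-expressing cells, kinetic read (ex 480/em 520 nm). Compound added and read 3 min for agonist activity, followed by capsaicin at EC20 final and 2 min further read for enhancement.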
ASM inhibitor – Inhibitors of Secretory Acid Sphingomyelinase (S-ASM): qHTS; Sphingomyelin phosphodiesterase (Homo sapiens), P17405; placental ASM, HMU-PC fluorogenic substrate, 60 min; Potency, µM (series often up to 57.5 µM), for inactives: at the top dose activity change, negative = inhibition, actives largely listed as inhibitors; actives 0.006% (n = 340,000); also: potency is read from the fitted curve at half-maximal effect
Target sequence (P17405 47-631 limits assumed): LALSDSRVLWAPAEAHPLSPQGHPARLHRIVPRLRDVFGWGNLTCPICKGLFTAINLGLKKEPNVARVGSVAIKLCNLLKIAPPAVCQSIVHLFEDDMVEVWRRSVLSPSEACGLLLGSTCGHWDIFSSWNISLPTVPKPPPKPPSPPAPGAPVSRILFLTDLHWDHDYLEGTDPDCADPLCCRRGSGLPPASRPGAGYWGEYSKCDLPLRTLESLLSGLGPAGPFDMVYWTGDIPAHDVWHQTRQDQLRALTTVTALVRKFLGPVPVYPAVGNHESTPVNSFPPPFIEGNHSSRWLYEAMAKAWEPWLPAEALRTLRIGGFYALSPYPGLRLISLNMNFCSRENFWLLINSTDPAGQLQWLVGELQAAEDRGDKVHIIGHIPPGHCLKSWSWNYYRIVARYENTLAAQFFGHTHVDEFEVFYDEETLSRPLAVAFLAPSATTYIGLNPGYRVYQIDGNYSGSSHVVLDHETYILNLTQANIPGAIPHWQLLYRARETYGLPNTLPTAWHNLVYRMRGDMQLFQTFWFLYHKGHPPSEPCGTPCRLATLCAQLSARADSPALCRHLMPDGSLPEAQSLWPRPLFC
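HMU-PC0 cleavage (9 uM final) by human placental ASM, 60 min at 37 °C following 10 min compound exposure at RT; stopped at pH 10, fluorescence Ex 386/Em 447 nm.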
hERG WT inh – qHTS for Inhibitors of KCHN2 3.1: Wildtype qHTS. U2OS, BacMam KCNH2, thallium flux FluxOr; active compounds read low. activity change, % at 1.84 µM. actives 0.37% (n = 340,000). AID 720551, 2013;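 active = maximum activity change below -70%; inconclusive = maximum activity change between -70% and -50%; inactive = maximum activity change above -50%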; also: % is scaled to controls: 0 for no effect and ±100 for the full control effect
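U2OS cells transduced with wild-type KCNH2 virus are loaded with FluxOr dye for 45 min, and thallium flux is measured in kinetic reads before and after stimulation buffer. Rate constants are normalized to DMSO controls.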
Integrin act MD – qHTS for Activators of Integrin-Mediated Alleviation for Muscular Dystrophy; alpha7betagal myoblasts, beta-gal FDG fluorescence, 48 h; Potency, µM (series often up to 38.3 µM), inactives show at the highest dose activation, usual class: activators; actives 0.064% (n = 350,000); AID 624291, 2012;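 also: potency is read from the fitted curve at half-maximal effect; 100% = response of the positive control SU9516; nearly all actives have a fitted effect of over 60% in size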
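Alpha7betagal+/- myoblasts (passage 13) were plated 16-24 hr, then exposed to compounds (1:260 dilution of DMSO stock) for 48 hours at 37C. After MPER lysis, β-galactosidase reporter activity was read as FDG fluorescence (ex 480/em 540) after 30 minutes.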
KCNH2 3.1 block – qHTS for Inhibitors of KCHN2 3.1: Mutant qHTS; Potassium voltage-gated channel subfamily H member 2, brain isoform KCNH2 3.1 (human); activity change, % (tested at about 1.8 µM); actives 0.95% (n = 340,000); U2OS KCNH2 3.1, thallium flux FluxOr; active compounds read low;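 active = maximum activity change below -70%; inconclusive = maximum activity change from -70% to -50%; inactive = maximum activity change above -50%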;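 also: thallium influx rate constant from kinetic fluorescence after stimulation buffer; % is scaled to controls: 0 for no effect and ±100 for the full control effect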
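Thallium flux via FluxOr fluorescence (Red40 quencher, 45 min loading) in U2OS cells virally expressing the KCNH2 3.1 isoform (1.77 x 10^8 /mL virus, overnight at 37 C). Rate constants from 2-min kinetic reads post-stimulation, normalised to positive and negative controls.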
GALK inhibitor – qHTS Assay for Inhibitors of Human Galactokinase (GALK) | AID 1868, 2009 | P51570 | actives 0.007% (n = 270,000) | Potency, µM (top dose mostly 57.5 µM), for the others: at the highest dose activity change, negative = inhibition, usual class: inhibitors | Purified GALK, Kinase-Glo residual ATP luminescence; also: potency is read from the fitted curve at half-maximal effect; % is scaled to controls: 0 for no effect and ±100 for the full control effect
Target sequence (P51570 whole entry, looked up): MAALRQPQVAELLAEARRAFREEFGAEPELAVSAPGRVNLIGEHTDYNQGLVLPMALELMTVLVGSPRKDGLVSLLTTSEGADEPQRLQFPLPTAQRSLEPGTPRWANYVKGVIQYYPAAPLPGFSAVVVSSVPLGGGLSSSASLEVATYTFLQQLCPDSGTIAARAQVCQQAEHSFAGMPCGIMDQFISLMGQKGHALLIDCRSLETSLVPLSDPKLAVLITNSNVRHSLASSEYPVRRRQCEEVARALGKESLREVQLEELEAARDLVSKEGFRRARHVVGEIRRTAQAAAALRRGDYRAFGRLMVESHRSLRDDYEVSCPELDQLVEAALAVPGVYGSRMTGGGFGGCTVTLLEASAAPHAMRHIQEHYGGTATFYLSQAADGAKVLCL
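5 nM enzyme, 35 uM ATP, 100 uM galactose, 20 mM HEPES pH8.0, 5 mM MgCl2; 1 h RT; residual ATP by Kinase-Glo Plus luminescence, qHTS format.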
MBNL1 CUG block – qHTS Assay for Inhibitors of MBNL1-poly(CUG) RNA binding; TR-FRET MBNL1-His/biotin-(CUG)12 binding, 665/545 ratio; actives 0.036% (n = 280,000); Potency, µM (highest dose often 57.5 µM), for inactives: at the highest dose activity change, negative = inhibition, hits mostly inhibitors; AID 2675, 2010; Muscleblind-like protein 1 (Homo sapiens), Q9NR56; active = well fitted inhibition curve with a large enough effect in the signal ratio, with a control signal flat, not every such curve was filed as active; inconclusive = small, poorly fitted or top-dose-only effect, or effect the other way, or a change in a side signal; inactive = no such curve, though single readings can be large or run the other way; the % refers to the signal ratio; also: potency is read from the fitted curve at half-maximal effect; % is scaled to controls: 0 for no effect and ±100 for the full control effect
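Ratiometric TR-FRET (665 over 545 nm, excitation 340 nm) tracks disruption of MBNL1-His/biotin-(CUG)12 complex after 60 min at room temperature, with compounds at 92 nM to 58 uM final.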
MLL CXXC-DNA inh – qHTS Fluorescence Polarization Assay for Inhibitors of MLL CXXC domain - DNA interaction; MLL-CXXC / FITC-HOXA9 DNA fluorescence polarization; Potency, µM (doses to about 115 µM), inactives show at the top dose activity change, negative = inhibition, actives largely listed as inhibitors; actives 0.037% (n = 290,000); active = well fitted inhibition curve with a large enough effect in the polarisation, with a control signal flat, not every such curve was filed as active; inconclusive = small, poorly fitted or top-dose-only effect, or effect the other way, or a change in a side signal; inactive = no such curve, though single readings can be large or run the other way; the % refers to the polarisation; also: potency is read from the fitted curve at half-maximal effect
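Fluorescence polarization: 7 uM MLL-CXXC (stock) preincubated 5 min with compounds, then 50 nM fluorescein-HOX-A9 DNA (stock) added; 30 min ambient. Buffer 50 mM Tris-HCl pH 7.5, 50 mM NaCl, 1 mM DTT, 0.05% BSA.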
Active calls of the source: *; ? = inconclusive; / = no result given; [ ] = dose if it differs, or a comment. Unless noted, calls follow the shape of the dose curve; as a rule, active = well fitted curve in the direction sought with a large enough effect; inconclusive = small, poorly fitted or top-dose-only effect, or another doubt; inactive = no such curve, though single readings can be large; an effect the other way counts as inactive or inconclusive.

item	SMILES	hERG WT inh	ASM inhibitor	GALK inhibitor	MBNL1 CUG block	KCNH2 3.1 block	MLL CXXC-DNA inh	TRPV1 agonist	AT treatment	Coupling enz	Integrin act MD
1	COc1ccc(OC)c(/C=C2\SC(=S)N(NS(=O)(=O)c3ccccc3)C2=O)c1	-8	-19%	-1%	0%	-18	-4%	-4	-10%	11	5%
2	CC(C)CN1CCN(Cc2cnc(N3CCOCC3)s2)CC1CCO (stereo not given)	-14	0%	0%	-4%	-2	-8%	0	0%	-3	3%
3	COc1cc(OC)c2c(N)c(C#N)c(C(F)(F)C(F)(F)F)nc2c1	-7	1%	1%	?	-11	-2%	1	/	-1	-5%
4	CCOC(=O)c1ccc(S(=O)(=O)N2CCC(C(=O)NCc3ccccc3OC)CC2)cc1	-2	-2%	/	/	9	/	1	-1%	/	11%
5	O=C(NCc1n[nH]c(=S)n1Cc1ccccc1)c1ccccc1	/	6%	6%	-6%	12	4%	-3	-2%	4	20%
6	COC(=O)C1CC(=O)N(c2ccc(OCc3ccccc3Cl)cc2)C1 (stereo not given)	-19	1%	1%	-2%	-5	-12%	12	1%	1	2%
7	COC(=O)C1=C(C)N(c2ccc(S(N)(=O)=O)cc2)C(=O)C1	-14	5%	2%	2%	5	-5%	/	21%	1	15%
8	Cc1cccc(NC(=O)CSc2nc(-c3ccccc3)c(C#N)c(=O)[nH]2)c1C	-9	12%	/	28%	-3	-24%	4	4%	23	14%
9	O=C(CCc1ccccc1)NNC(=O)c1ccc(Cl)cc1	6	-2%	-3%	0%	-4	-4%	4	4%	6	-13%
10	COc1ccc(C)cc1NC(=O)C1CCCN(S(=O)(=O)c2ccc3c(c2)CCCN3C(C)=O)C1 (stereo not given)	-17	-2%	-1%	1%	-23	1%	21	-3%	3	11%
11	O=C(CSc1nnc2ccccn12)Nc1ccc2c(c1)OCO2	1	1%	-8%	-9%	10	16%	-3	-21%	4	-27%
12	O=C(CCN1C(=O)/C(=C/c2ccccc2)SC1=S)NCCCN1CCOCC1	4	-21%	-4%	?	-4	21%	2	-2%	1	13%
13	N#C/C(=N\Nc1ccccc1)C(N)=S	-3	-7%	-5%	?	7	-3%	-4	20%	7	12%
14	N#CCC(=N)N1CCN(c2ccc(Cl)cc2)CC1	-20	-7%	0%	0%	?	6%	-3	-1%	0	3%
15	Cc1cccc(NC(=S)NC2CCCC2)c1	-22	4%	1%	/	-7	-8%	?	/	1	-24%
16	COc1ccc(Br)cc1S(=O)(=O)N1CCCC1	-2	-3%	0%	8%	23	-2%	-3	0%	-1	-31%
17	Cc1cc2n(c1)CCn1c(C)ccc1-2	/	/	-4%	6%	/	-9%	-4	-6%	-6	/
18	Cc1ccc(CCSCC(=O)O)cn1	-12	6%	-1%	2%	-4	7%	1	0%	2	-16%
19	CCOc1ccc(NC(=S)NN2CCN(C)CC2)cc1	16	4%	2%	-6%	17	2%	2	4%	0	9%
20	O=C(NCCOc1ccccc1F)C1CC(=O)N(c2ccc3c(c2)OCCO3)C1 (stereo not given)	-1	2%	/	/	4	/	3	0%	/	2%
21	CC(=O)c1cccc(NC(=O)C23CC4CC(C2)CC(n2cncn2)(C4)C3)c1	6	/	3%	-30%	8	1%	8	/	-8	-2%
22	Cc1ccc(N2CC(C(=O)NCc3n[nH]c(=O)c4ccccc34)CC2=O)cc1 (stereo not given)	2	-1%	/	/	0	/	-1	5%	/	-14%
23	Cc1ccc(-n2c(-c3ccccc3)c[n+]3c2CCc2ccccc2-3)c(C)c1	-1	0%	-3%	1%	-20	3%	2	-3%	4	-75%[inhibitor]
24	O=C1c2ccccc2C(=O)C1C1=Nc2ccccc2NC(c2ccccc2)C1 (stereo not given)	/	/	0%	7%	/	-1%	28	1%	1	/
25	Clc1ccc(/C=N/Nc2nnc(-c3ncc[nH]3)c3ccccc23)cc1	22	10%	-3%	10%	-27	96%[activator]	-5	-7%	-1	-18%
26	Cc1cc(C)n(CC(=O)N/N=C/c2ccccn2)n1	-4	7%	1%	-3%	-1	-4%	4	-3%	1	-17%
27	C=CCSc1cc(C)nc2c(-c3ccccc3)c(C)nn12	-6	-3%	4%	-2%	9	-8%	3	12%	3	7%
28	COc1cccc(/C=N/NC(=O)c2cccc(N3CCCC3=O)c2)c1	0	1%	-1%	13%	11	4%	2	2%	2	?
29	CCCCn1c(=O)c(CCC(=O)OCC(=O)Nc2ccc(F)c(Cl)c2)nc2ccccc21	22	-11%	-2%	/	4	17%	11	-7%	0	-15%
30	Cc1sc2nc(C(C)C)nc(SCC(=O)N3CCN(C(=O)c4ccco4)CC3)c2c1C	43	0%	-6%	4%	-2	2%	14	5%	-1	11%
31	O=C(CNS(=O)(=O)c1ccccc1)OCC(=O)c1c[nH]c2ccccc12	30	-2%	/	/	-4	/	-1	15%	/	3%
32	O=C(CNc1cccc(S(=O)(=O)N2CCOCC2)c1)N1CCc2ccccc21	-4	-1%	-3%	0%	9	-10%	17	39%	1	41%
33	COC(=O)CSc1nnc(-c2cccnc2)n1-c1cc(OC)cc(OC)c1	-3	3%	5%	-21%	7	-2%	-1	-4%	-1	16%
34	O=S(=O)(Nc1cccc(-c2ccc(N3CCCCCC3)nn2)c1)c1ccccc1F	-10	-2%	8%	12%	-6	8%	25	-3%	-1	-19%
35	O=C(CSc1nnc(-c2cccnc2)n1-c1ccccc1)Nc1ccc2c(c1)OCO2	21	-1%	0%	-14%	-8	-3%	-1	4%	1	-25%
36	CCOC(=O)C(=O)Nc1ccccc1C(=O)Nc1ccc(OC)cc1	-6	-4%	1%	1%	1	4%	24	4%	3	-6%
37	COc1cccc(C(=O)Nc2cccc(SC)c2)c1	7	-2%	3%	-9%	-4	-5%	30	/	-2	-18%
38	C/C(CC(=O)Nc1cccc2c1CCCC2)=N\NC=O	0	5%	-2%	-21%	1	3%	-3	0%	1	16%
39	Cc1nc2c(-c3ccc(F)cc3)c(C)nn2c(C)c1CCC(=O)N1CCN(c2ccccc2)CC1	16	-12%	1%	8%	-29	1%	/	4%	-1	21%
40	O=C(O)CCC(=O)Nc1ccc(-n2ccc(C(F)(F)F)n2)cc1	3	4%	-2%	8%	15	1%	-2	7%	1	-6%

Only MLL CXXC-DNA inh, ASM inhibitor and GALK inhibitor, for some of the entries so far:
No.	SMILES	MLL CXXC-DNA inh	ASM inhibitor	GALK inhibitor
38	C/C(CC(=O)Nc1cccc2c1CCCC2)=N\NC=O	3%	5%	-2%
21	CC(=O)c1cccc(NC(=O)C23CC4CC(C2)CC(n2cncn2)(C4)C3)c1	1%	/	3%

Continued.
item	SMILES	hERG WT inh	ASM inhibitor	GALK inhibitor	MBNL1 CUG block	KCNH2 3.1 block	MLL CXXC-DNA inh	TRPV1 agonist	AT treatment	Coupling enz	Integrin act MD
41	Cc1nn(C(=O)c2cc([N+](=O)[O-])ccc2Cl)c(C)c1Br	-15	-1%	/	11%	4	?	18	4%	1	16%
42	COc1cc(OC)c(OC)cc1CNC(=O)c1cc(S(=O)(=O)N(C)c2ccccc2OC)ccc1C	-4	-1%	/	/	-4	/	/	/	/	-44%
43	O=C(O)CSCC(=O)Nc1cccc(C(F)(F)F)c1	-14	-2%	1%	-5%	3	3%	0	2%	2	25%
44	Cc1ccccc1NC(=O)Cn1c([N+](=O)[O-])cnc1C	0	7%	0%	/	-6	5%	-2	8%	7	17%
45	O=C(N=C1SC2CS(=O)(=O)CC2N1Cc1ccccc1Cl)C1CC1 (stereo not given)	-1	-2%	-7%	-7%	-2	11%	5	2%	1	-28%

Not a hit list (roughly 2% active in at least one column).
